TSHR antag: human thyrotropin receptor antagonism. AID 504810. 330,000 tested, 0.2% active. activity change, negative = inhibition, % at 11.5 µM. TSHR-expressing cells, TSH-stimulated cAMP HTRF, 2 h; active compounds read low;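 active = activity change below a set negative limit, meaning inhibition stronger than a set level, cut at about -70% in these data; inconclusive = activity change between two set negative limits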; also: % is scaled to controls: 0 for no effect and ±100 for the full control effect
Target sequence (P16473 whole entry, looked up): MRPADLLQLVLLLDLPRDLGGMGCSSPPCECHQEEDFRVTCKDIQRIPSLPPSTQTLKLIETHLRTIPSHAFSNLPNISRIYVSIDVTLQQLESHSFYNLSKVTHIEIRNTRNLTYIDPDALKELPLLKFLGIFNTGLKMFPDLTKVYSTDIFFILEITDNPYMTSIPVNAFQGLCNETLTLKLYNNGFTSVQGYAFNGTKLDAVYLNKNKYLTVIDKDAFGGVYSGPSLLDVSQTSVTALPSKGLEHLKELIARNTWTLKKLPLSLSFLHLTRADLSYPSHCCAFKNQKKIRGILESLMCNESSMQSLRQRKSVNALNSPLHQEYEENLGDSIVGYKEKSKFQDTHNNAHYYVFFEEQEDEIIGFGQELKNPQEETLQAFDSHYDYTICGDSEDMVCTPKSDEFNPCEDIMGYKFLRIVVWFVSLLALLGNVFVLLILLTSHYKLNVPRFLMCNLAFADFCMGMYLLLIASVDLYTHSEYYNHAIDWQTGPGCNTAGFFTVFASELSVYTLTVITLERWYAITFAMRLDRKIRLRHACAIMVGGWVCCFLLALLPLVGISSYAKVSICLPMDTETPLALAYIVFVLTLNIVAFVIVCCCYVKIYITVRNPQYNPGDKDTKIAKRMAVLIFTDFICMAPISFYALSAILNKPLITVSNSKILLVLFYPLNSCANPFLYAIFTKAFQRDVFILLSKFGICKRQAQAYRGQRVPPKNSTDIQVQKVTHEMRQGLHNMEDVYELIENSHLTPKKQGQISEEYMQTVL
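Read-out is FRET at 665 nm (cryptate excitation 337 nm) from a cryptate-tagged anti-cAMP antibody, competed by cell cAMP against cAMP-d2. Compounds are tested on freshly harvested TSHR cells challenged with 4nM TSH (EC80) for 2 hours at 37 deg C.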
A-T KAP1 phos: candidate therapy for ataxia-telangiectasia. […] A-T fibroblasts, KAP-1 phosphorylation AlphaLISA; neocarzinostatin DNA damage 30 min before lysis. Potency, µM (titrated, usually from 57.5 µM), for the others: at the top dose activation, actives largely listed as activators. 320,000 tested, 0.19% active. AID 485349; also: potency is read from the fitted curve at half-maximal effect; % of control where 0% means no effect; nearly all actives have a fitted effect of over 45% in size
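ATM-like activity read as KAP-1 phosphorylation via AlphaLISA donor/acceptor antibody pairs after lysis and 6 hr at 25C. Cells were ATM-null patient fibroblasts ([…], hTERT), dosed 60 min, then exposed to the DSB inducer NCS for 30 min.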
PTAP TSG101 blk: blocks PTAP/TSG101 interaction to inhibit HIV-1 budding; AID 493005; Fluorescence polarization, FITC-PTAP peptide / Tsg101 binding; Potency, µM (series often up to 115 µM), inactives show at the highest dose activity change, negative = inhibition, most hits filed as inhibitors; Q99816; 340,000 tested, under 10 active; active = well fitted inhibition curve with a large enough effect in the main read-out, with a control signal flat, not every such curve was filed as active; inconclusive = small, poorly fitted or top-dose-only effect, or effect the other way, or a change in a side signal; inactive = no such curve, though single readings can be large or run the other way; also: potency is read from the fitted curve at half-maximal effect; % of control where 0% means no effect
Target sequence (Q99816 whole entry, looked up): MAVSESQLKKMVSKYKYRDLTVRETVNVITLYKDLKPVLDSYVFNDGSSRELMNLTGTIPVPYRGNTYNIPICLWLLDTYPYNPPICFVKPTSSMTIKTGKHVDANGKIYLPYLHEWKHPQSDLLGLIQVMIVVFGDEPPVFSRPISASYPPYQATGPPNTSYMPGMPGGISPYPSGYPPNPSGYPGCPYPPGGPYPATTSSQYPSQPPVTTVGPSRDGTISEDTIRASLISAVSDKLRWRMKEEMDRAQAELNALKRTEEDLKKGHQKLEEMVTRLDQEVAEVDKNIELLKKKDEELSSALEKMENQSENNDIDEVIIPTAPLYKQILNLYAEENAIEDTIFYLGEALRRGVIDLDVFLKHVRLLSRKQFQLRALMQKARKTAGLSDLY
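Compounds were pin-transferred onto Tsg101 binding domain (10 uM final) in HEPES pH 7.5 buffer, then FITC-PTAP peptide was added at 50 nM final. After 20 min at RT, polarization reported peptide displacement across a qHTS concentration series.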
Mito fusion yeast: inhibitors of mitochondrial division or activators of mitochondrial fusion. S. cerevisiae fusion-defective mutant growth rescue, CellTiterGlo 48 h. Potency, µM (series often up to 46.1 µM), without a hit: at the highest dose growth rescue (activation), actives largely listed as activators. 320,000 tested, 0.23% active. AID 485298;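 also: potency is read from the fitted curve at half-maximal effect; % of control where 0% means no effect; nearly all actives have a fitted effect of over 45% in size; temperature-sensitive fusion mutants such as fzo1-1 at 37 °C on non-fermentable ethanol glycerol medium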
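Luminescent cell viability in 1536-well qHTS format served as the measure of rescued growth in ts fusion-mutant S. cerevisiae cultured on non-fermentable YPEG for 48 hours at 37C.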
S-ASM inh: inhibitors of human secretory acid sphingomyelinase | P17405 | placental ASM, HMU-PC fluorogenic substrate, 60 min | Potency, µM (series often up to 57.5 µM), inactives show top-dose activity change, negative = inhibition, hits mostly inhibitors | 340,000 tested, 0.006% active | AID 504937; also: potency is read from the fitted curve at half-maximal effect
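Fluorogenic HMU-PC substrate (9 uM final) is turned over by placental ASM in 60 min at 37 C after a 10 min compound preincubation. Reaction ended by alkaline stop (pH 10), with fluorescence read at 386/447 nm.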
Integrin act MD: activators of alpha7 integrin expression for muscular dystrophy. alpha7betagal myoblasts, beta-gal FDG fluorescence, 48 h. Potency, µM (doses to about 38.3 µM), for the others: top-dose activation, most hits filed as activators. 350,000 tested, 0.064% active;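 also: potency is read from the fitted curve at half-maximal effect; 100% = response of the positive control SU9516; nearly all actives have a fitted effect of over 60% in size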
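Alpha7betagal+/- myoblasts (passage 13) were plated 16-24 hr, then exposed to compounds (1:260 dilution of DMSO stock) for 48 hours at 37C. After MPER lysis, β-galactosidase reporter activity was read as FDG fluorescence (ex 480/em 540) after 30 minutes.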
TCR act: activators of T cell receptors. primary human leukocytes, anti-CD3, IL-2 HTRF, 48 h. Potency, µM (series often up to 9.22 µM), inactives show at the highest dose activation of IL-2 secretion, hits mostly activators. 330,000 tested, under 10 active; also: % of control where 0% means no effect
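Primary human leukocytes were stimulated with a-CD3 beads plus compounds for 48 hr without co-stimulation; secreted IL-2 was quantified by HTRF using a-IL-2-K (europium cryptate) and a-IL-2-d2, excited at 320nm with acceptor emission read at 665nm.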
MBNL1-CUG inh: inhibitors of human MBNL1 binding to CUG repeat RNA; TR-FRET MBNL1-His/biotin-(CUG)12 binding, 665/545 ratio; AID 2675; Potency, µM (top dose mostly 57.5 µM), inactives show top-dose activity change, negative = inhibition, most hits filed as inhibitors; 280,000 tested, 0.036% active; active = well fitted inhibition curve with a large enough effect in the signal ratio, with a control signal flat, not every such curve was filed as active; inconclusive = small, poorly fitted or top-dose-only effect, or effect the other way, or a change in a side signal; inactive = no such curve, though single readings can be large or run the other way; the % refers to the signal ratio; also: potency is read from the fitted curve at half-maximal effect; % is scaled to controls: 0 for no effect and ±100 for the full control effect
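His-tagged MBNL1 binding to biotinylated (CUG)12 RNA was measured by TR-FRET using terbium anti-His antibody (0.055 ng/ul final) and streptavidin-XL665 (5 nM final). Compounds were titrated 92 nM to 58 uM; 60 min at room temperature.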
Menin MLL FP TR: menin-MLL binding inhibition, Texas Red mutant peptide; O00255; Menin + Texas Red MLL mutant peptide, fluorescence polarization; Potency, µM (doses to about 61.6 µM), without a hit: at the highest dose FP activity change, negative = inhibition, most hits filed as inhibitors; 270,000 tested, 0.23% active; active = well fitted inhibition curve with a large enough effect in the polarisation, with a control signal flat, not every such curve was filed as active; inconclusive = small, poorly fitted or top-dose-only effect, or effect the other way, or a change in a side signal; inactive = no such curve, though single readings can be large or run the other way; the % refers to the polarisation; also: potency is read from the fitted curve at half-maximal effect; % of control where 0% means no effect; many of its hits are not listed in these tables
CXXC DNA block: inhibitors of human MLL CXXC domain-DNA interaction; AID 2662; MLL-CXXC / FITC-HOXA9 DNA fluorescence polarization; Potency, µM (top dose mostly 115 µM), without a hit: at the top dose activity change, negative = inhibition, most hits filed as inhibitors; Q03164; 290,000 tested, 0.037% active; active = well fitted inhibition curve with a large enough effect in the polarisation, with a control signal flat, not every such curve was filed as active; inconclusive = small, poorly fitted or top-dose-only effect, or effect the other way, or a change in a side signal; inactive = no such curve, though single readings can be large or run the other way; the % refers to the polarisation; also: potency is read from the fitted curve at half-maximal effect
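Purified MLL-CXXC (added from a 7 uM solution) was preincubated 5 min at ambient with pinned compounds in 50 mM Tris-HCl pH 7.5, 50 mM NaCl, 1 mM DTT, 0.05% BSA. Fluorescein-labeled HOX-A9 DNA (50 nM solution) followed, 30 min, then polarization read.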
* marks the source's active call; other numbers are inactive results; [ ] = remark or other dose. Unless noted, calls follow the shape of the dose curve; as a rule, active = well fitted curve in the direction sought with a large enough effect; inconclusive = small, poorly fitted or top-dose-only effect, or another doubt; inactive = no such curve, though single readings can be large; an effect the other way counts as inactive or inconclusive.

How did Cc1csc(SCC(=O)N(C)CC(=O)Nc2ccccc2Cl)n1 do in these assays?
TSHR antag: 1.1; A-T KAP1 phos: 5.8%; PTAP TSG101 blk: -2.6%; Mito fusion yeast: 0.6%; Integrin act MD: 0.0%; TCR act: 6.2%

Results for O=C(CSc1nnc(Cn2c(=O)sc3ccccc32)n1-c1ccccc1)N1CCCCCC1 ?
TSHR antag: -9.4; A-T KAP1 phos: 1.5%; PTAP TSG101 blk: -4.6%; Mito fusion yeast: -1.4%; S-ASM inh: 4.0%; Integrin act MD: -0.2%; TCR act: 1.1%[46.1 µM]; MBNL1-CUG inh: -22.7%; Menin MLL FP TR: -19.2%; CXXC DNA block: -2.8%

What do the screens show for `CN1CCN(CCC2Oc3cc([N+](=O)[O-])ccc3NC2=O)CC1` (stereo not drawn)?
TSHR antag: -2.5; A-T KAP1 phos: 0.6%; PTAP TSG101 blk: 2.5%; Mito fusion yeast: -0.6%; S-ASM inh: -0.3%; Integrin act MD: -13.6%; TCR act: -0.3%; MBNL1-CUG inh: inconclusive; Menin MLL FP TR: 60.4%[activator]; CXXC DNA block: 0.3%

How did O=S1(=O)CCC(S(=O)(=O)N2CCCCCC2)C1 (stereo not drawn) do in these assays?
TSHR antag: 26.0; A-T KAP1 phos: 5.9%; PTAP TSG101 blk: -8.3%; Mito fusion yeast: 4.8%; S-ASM inh: -0.1%; Integrin act MD: 31.1%; TCR act: 2.7%[46.1 µM]; MBNL1-CUG inh: -10.2%; Menin MLL FP TR: 3.7%; CXXC DNA block: 2.9%

How did O=C(O)c1ccccc1N/N=C/C1=C(N2CCOCC2)C(=C\c2ccccc2)/CC1 do in these assays?
TSHR antag: -3.9; A-T KAP1 phos: -5.0%; PTAP TSG101 blk: inconclusive; Mito fusion yeast: -2.1%; S-ASM inh: 17.0%; Integrin act MD: 15.7%; TCR act: -8.2%; MBNL1-CUG inh: -3.3%; CXXC DNA block: 43.2%[activator]

Results for O=C(Nc1nnc(C2CC2)s1)c1ccc(Cl)nc1 ?
TSHR antag: -9.3; A-T KAP1 phos: -2.2%; PTAP TSG101 blk: -3.2%; Mito fusion yeast: 6.2%; S-ASM inh: 4.5%; Integrin act MD: 30.1%; TCR act: -1.1%

Results for CCC(C)(C)NC(=O)C(c1cccnc1)N(CCOC)C(=O)Cn1nnc2ccccc21 (stereo not drawn) ?
TSHR antag: 9.7; A-T KAP1 phos: -5.4%; PTAP TSG101 blk: -1.6%; Mito fusion yeast: 1.6%; S-ASM inh: 1.8%; Integrin act MD: -8.9%; TCR act: 2.3%; MBNL1-CUG inh: -1.5%; Menin MLL FP TR: 7.3%; CXXC DNA block: 0.9%

How did CC(/C=C/C=C/c1ccccc1)=N/NC(=O)C(O)c1ccccc1 (stereo not drawn) do in these assays?
TSHR antag: -1.3; A-T KAP1 phos: 4.6%; PTAP TSG101 blk: 4.1%; Mito fusion yeast: 0.7%; S-ASM inh: -3.6%; Integrin act MD: 15.3%; TCR act: 0.0%; MBNL1-CUG inh: inconclusive; CXXC DNA block: -8.4%

What do the screens show for `O=C(Nc1ccc(N2CCOCC2)cc1)c1cn2ccccc2n1`?
TSHR antag: 28.3; A-T KAP1 phos: 4.3%; PTAP TSG101 blk: -3.2%; Mito fusion yeast: -12.7%; S-ASM inh: -0.1%; Integrin act MD: 5.8%; TCR act: 7.2%; MBNL1-CUG inh: -3.4%; Menin MLL FP TR: 5.6%; CXXC DNA block: -8.6%

How did COc1cc(CN2CCN(C(=O)CC(C)C)CC2)c([N+](=O)[O-])cc1OC do in these assays?
TSHR antag: -1.7; A-T KAP1 phos: 2.8%; PTAP TSG101 blk: -0.4%; Mito fusion yeast: -4.8%; S-ASM inh: -0.9%; Integrin act MD: 13.4%; TCR act: -0.8%; MBNL1-CUG inh: inconclusive; Menin MLL FP TR: 1.0%; CXXC DNA block: -14.0%

What do the screens show for `Cc1ccc(C(NC(=O)c2ccccc2S(C)(=O)=O)c2ccccc2)cc1` (stereo not drawn)?
TSHR antag: 2.9; A-T KAP1 phos: -1.3%; PTAP TSG101 blk: -0.4%; Mito fusion yeast: -8.2%; S-ASM inh: 2.4%; Integrin act MD: -13.5%; TCR act: 7.3%; MBNL1-CUG inh: -1.5%; Menin MLL FP TR: 4.0%; CXXC DNA block: 2.3%

What do the screens show for `CCn1nnnc1SCC(=O)NCc1cccs1`?
TSHR antag: 24.7; A-T KAP1 phos: 0.5%; PTAP TSG101 blk: -1.7%; Mito fusion yeast: 2.3%; S-ASM inh: 2.2%; Integrin act MD: -7.2%; TCR act: 2.8%; MBNL1-CUG inh: 0.6%; Menin MLL FP TR: 2.5%; CXXC DNA block: 3.1%

How did CC(Sc1ccccc1)C(=O)N/N=C/c1cccnc1 (stereo not drawn) do in these assays?
TSHR antag: 11.5; A-T KAP1 phos: 3.9%; PTAP TSG101 blk: 0.3%; Mito fusion yeast: 2.4%; S-ASM inh: -0.8%; Integrin act MD: 1.9%; TCR act: 1.2%; MBNL1-CUG inh: inconclusive; Menin MLL FP TR: -19.9%; CXXC DNA block: -0.4%

What do the screens show for `Cc1cc(C)n2nc(SCC#N)nc2n1`?
TSHR antag: -9.9; A-T KAP1 phos: 1.8%; PTAP TSG101 blk: -2.6%; Mito fusion yeast: 0.1%; S-ASM inh: 1.3%; Integrin act MD: -18.7%; TCR act: -0.7%[46.1 µM]; MBNL1-CUG inh: 4.5%; Menin MLL FP TR: 10.3%; CXXC DNA block: 1.6%

How did CCOC(=O)c1cnc(-c2ccccc2)nc1N1CC(C)OC(C)C1 (stereo not drawn) do in these assays?
TSHR antag: 8.9; A-T KAP1 phos: 6.2%; PTAP TSG101 blk: -3.2%; Mito fusion yeast: 29.3%; S-ASM inh: -7.5%; Integrin act MD: -49.5%[inhibitor]; TCR act: -3.4%; MBNL1-CUG inh: -2.6%; Menin MLL FP TR: inconclusive; CXXC DNA block: -5.4%

Results for CCn1c(SCc2nc(N)nc(N3CCCCC3)n2)nc2c1c(=O)n(C)c(=O)n2C ?
TSHR antag: 8.1; A-T KAP1 phos: 1.3%; PTAP TSG101 blk: -4.3%; Mito fusion yeast: -6.8%; S-ASM inh: 0.4%; Integrin act MD: -7.0%; TCR act: 6.8%; Menin MLL FP TR: -2.0%; CXXC DNA block: -2.9%

What do the screens show for `O=C1CC(N2CCCc3ccccc32)C(=O)N1c1ccccc1` (stereo not drawn)?
TSHR antag: -2.7; A-T KAP1 phos: 2.2%; PTAP TSG101 blk: -10.1%; Mito fusion yeast: -3.9%; S-ASM inh: 2.1%; Integrin act MD: -0.1%[7.66 µM]; TCR act: -1.0%; MBNL1-CUG inh: -10.3%; Menin MLL FP TR: -1.0%; CXXC DNA block: 5.5%

Results for COc1ccc(Nc2ccc([N+](=O)[O-])cc2[N+](=O)[O-])cc1 ?
TSHR antag: -9.8; A-T KAP1 phos: 1.5%[11.5 µM]; PTAP TSG101 blk: 0.0%; Mito fusion yeast: 6.1%; S-ASM inh: -3.4%; Integrin act MD: 15.6%; TCR act: 0.0%; MBNL1-CUG inh: inconclusive; Menin MLL FP TR: 12.9%; CXXC DNA block: 9.5%

How did CC(O)CN(CCC(N)=O)CCC(N)=O (stereo not drawn) do in these assays?
TSHR antag: -5.4; A-T KAP1 phos: 4.0%; PTAP TSG101 blk: -3.5%; Mito fusion yeast: 0.5%; S-ASM inh: 3.4%; Integrin act MD: 17.8%; MBNL1-CUG inh: -3.7%; CXXC DNA block: 2.6%

Results for CCOC(=O)C1CCN(C(C(=O)NC2CCCCC2)c2ccc(OC)cc2)CC1 (stereo not drawn) ?
TSHR antag: -0.9; A-T KAP1 phos: -2.2%; PTAP TSG101 blk: -8.2%; Mito fusion yeast: -4.9%; S-ASM inh: -0.9%; Integrin act MD: -18.3%; TCR act: 2.4%; MBNL1-CUG inh: -9.5%; Menin MLL FP TR: -13.7%; CXXC DNA block: 7.2%

What do the screens show for `Cn1cc(CN2CCC(CO)CC2)c(-c2ccc(Oc3ccccc3)cc2)n1`?
TSHR antag: -6.3; A-T KAP1 phos: 0.0%; PTAP TSG101 blk: -2.0%; Mito fusion yeast: -1.9%; S-ASM inh: 0.9%; Integrin act MD: -24.7%; TCR act: -7.1%; MBNL1-CUG inh: -0.3%; Menin MLL FP TR: 9.6%; CXXC DNA block: 6.6%

How did O=C(N/N=C1/CCS(=O)(=O)c2ccc(F)cc21)c1ccccn1 do in these assays?
TSHR antag: 4.7; A-T KAP1 phos: -4.3%; PTAP TSG101 blk: -3.9%; Mito fusion yeast: -1.4%; S-ASM inh: -2.7%; Integrin act MD: 17.2%; TCR act: -0.5%; MBNL1-CUG inh: 23.1%; Menin MLL FP TR: 10.9%; CXXC DNA block: -3.6%

A portion of the library, so the mix of outcomes need not match the whole.
